CAL PDZ FP-1: CAL PDZ peptide-binding inhibitors, primary screen, biochemical, fluorescence polarization, Cer-tagged CAL PDZ, HTS; purified CAL PDZ, TMR-peptide fluorescence polarization, 1 h; AID 504414, 2011; 330,000 compounds, 0.02% hits; inhibition, % at 20 µM;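 active = highest replicate inhibition of at least 40%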;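 also: plate controls were DMSO neutral control wells for no effect and unlabeled competitor peptide control wells for full effect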
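material = purified tagged CAL PDZ domain construct (CerCALP) | compound dosing = 20 µM, one dose | times = 1 h at RT | measured by = fluorescence polarization from S- and P-plane intensities, G-factor corrected | read-out = inhibition from polarization loss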
dFosB act: activators of delta FosB homodimer, primary screen, biochemical, fluorescence polarization, TAMRA-CDK5 oligo, single point; Protein FosB (Mus musculus), P13346; purified delta FosB; percent of positive-control signal above neutral wells; activation, % at 25 µM; 340,000 compounds, 0.99% hits; AID 493131, 2011;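 active = mean activation above about 17%, with every replicate also reaching it, limit read from the data, passing the limit was not always enough; inconclusive = only one of the two conditions met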;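 also: fluorescence polarization rise as delta FosB binds a TAMRA Cdk5 AP-1 oligo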
Target sequence (P13346 whole entry, looked up): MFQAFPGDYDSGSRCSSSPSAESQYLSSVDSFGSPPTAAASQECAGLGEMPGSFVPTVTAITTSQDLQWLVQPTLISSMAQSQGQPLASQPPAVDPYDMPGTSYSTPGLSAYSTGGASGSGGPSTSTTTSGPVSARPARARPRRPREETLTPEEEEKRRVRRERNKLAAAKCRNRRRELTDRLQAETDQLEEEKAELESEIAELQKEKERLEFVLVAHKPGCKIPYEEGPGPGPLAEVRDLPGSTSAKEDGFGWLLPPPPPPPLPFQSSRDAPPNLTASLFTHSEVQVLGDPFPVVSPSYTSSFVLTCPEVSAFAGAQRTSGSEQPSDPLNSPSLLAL
MITF TRPM1 HTS: activators of MITF-driven TRPM1 promoter reporter, primary screen, cell-based, SK-MEL-5, luciferase, single point. SK-MEL-5 TRPM1-promoter luciferase, 24 h; % of positive control, neutral wells = 0. activation, % at 12.5 µM. 300,000 compounds, 0.75% hits;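 active = mean activation of at least 80% with every replicate also reaching 80%; inconclusive = mean reaches 80% but some replicate falls short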;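 also: 0% = neutral control wells and 100% = parthenolide positive control wells; values of inactives mirror those of a sister screen read the other way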
CAL PDZ FP-2: untagged CAL PDZ binding inhibitors, primary screen, biochemical, fluorescence polarization, HTS | Golgi-associated PDZ and coiled-coil motif-containing protein (Homo sapiens), Q9HD26 | purified CAL PDZ, TMR-peptide fluorescence polarization, 1 h | inhibition, % at 24.9 µM | 300,000 compounds, 0.92% hits | AID 602252, 2012;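 active = mean inhibition of at least 30% with at least half of replicates also reaching 30%; inconclusive = no clear call, values can overlap the other calls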;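 also: 0% = DMSO neutral control and 100% = excess unlabeled competitor peptide PRC23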
Wnt act: Wnt/beta-catenin pathway activators, primary screen, cell-based, plate reader, single point; Wnt/beta-catenin reporter cell assay, activator; activation, % at 9.35 µM; 300,000 compounds, 1.2% hits; in the data active = activation above about 30%, passing the limit was not always enough; inconclusive = no clear call, values can overlap the other calls;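 also: 0% = neutral control wells and 100% = positive control wells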
Tat export inh: E. coli Tat export inhibitors, primary screen, MC4100, TorA-mCherry reporter, fluorescence, single point; inhibition, % at 10 µM; 340,000 compounds, 0.036% hits;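 active = mean replicate inhibition at least 50% and at least half of replicates individually reaching 50%; inconclusive = only one of the two criteria met; inactive = neither criterion met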;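 also: exported cargo escapes ClpAP degradation while cytoplasmic cargo is degraded and loses fluorescence; 0% = median of neutral control wells and 100% = median of NaSCN control wells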
CDK5 p35 inh: inhibitors of human CDK5/p35 kinase, primary screen, biochemical, single concentration; Cyclin-dependent kinase 5 (Homo sapiens) + Cyclin-dependent kinase 5 activator 1 (Homo …; Recombinant CDK5/p35, ADP-Glo luminescence, 60 min; inhibition, % at 10 µM; 330,000 compounds, 0.01% hits;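 active = highest replicate inhibition of at least 50% and at least 75% of replicates reaching 50%; inconclusive = only one of the two criteria met; inactive = both criteria failed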;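 also: plate controls were DMSO neutral control for no effect and GW8510 at 10 µM for full effect; many of its hits are not listed in these tables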
V-ATPase pH: regulators of yeast V-ATPase proton pumping, primary screen, pHLuorin cytosolic pH fluorescence. 350,000 compounds, 0.37% hits. S. cerevisiae. response, % at 10 µM. AID 504577, 2011; in the data active = response mostly above about 7.3%, no sharp cut-off; inactive = mostly below about 5.4%; also: actives read high; inactives centre near 0; some compounds called inactive have numbers as strong as hits; reference of the scale not given here
cardiac RTF act: cardiac RTF calcium sensitivity activators, primary screen, biochemical, IANBD-TnC fluorescence, EC20 calcium | IANBD-labeled TnC RTF fluorescence at EC20 calcium; 0% EC20 calcium, 100% full calcium | 340,000 compounds, 0.24% hits | Troponin I, cardiac muscle (Homo sapiens) + Troponin T, cardiac muscle (Homo sapiens) + … | activation, % at 7.2 µM | AID 493008, 2010;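 active = activation above the mean over all tested compounds plus 3 SD, cut at about 30% in these data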;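 also: rise in fluorescence read as greater calcium sensitivity of cardiac thin filaments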
Rtt109 Vps75: inhibitors of C. albicans Rtt109/Vps75 HAT, primary screen, biochemical, ThioGlo CoA-SH fluorescence, plate reader; Histone acetyltransferase RTT109 (Candida albicans (strain SC5314 / ATCC MYA-2876)), …; purified Rtt109/Vps75, 4 h; inhibition, % at 34.9 µM; 330,000 compounds, 0.16% hits;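 active = inhibition of at least 50% in every replicate; inconclusive = best replicate reaches 50% inhibition but some replicates fall short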
Target sequence (Q5AAJ8 whole entry, looked up): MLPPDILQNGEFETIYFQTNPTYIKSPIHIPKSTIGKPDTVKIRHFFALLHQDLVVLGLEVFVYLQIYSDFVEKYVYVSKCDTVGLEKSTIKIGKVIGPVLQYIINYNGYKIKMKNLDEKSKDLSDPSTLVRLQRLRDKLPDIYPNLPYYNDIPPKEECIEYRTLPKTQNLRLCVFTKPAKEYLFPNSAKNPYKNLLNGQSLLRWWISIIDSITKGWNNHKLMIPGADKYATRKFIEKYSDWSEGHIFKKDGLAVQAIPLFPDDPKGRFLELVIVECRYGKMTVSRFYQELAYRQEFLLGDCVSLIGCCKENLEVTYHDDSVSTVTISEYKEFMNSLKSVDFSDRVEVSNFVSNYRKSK
* = called active by the depositor; u = inconclusive; x = no result given. This is a random part of the collection; 4.1% or so of the library scored in one or more.

SMILES	CAL PDZ FP-1	dFosB act	MITF TRPM1 HTS	CAL PDZ FP-2	Wnt act	Tat export inh	CDK5 p35 inh	V-ATPase pH	cardiac RTF act	Rtt109 Vps75
CCN(C(=O)CSc1nnc(-c2ccco2)n1Cc1ccccc1)C1CCS(=O)(=O)C1 (stereo unspecified)	0.2	-9	-1	5	-4	-6	0.8	1	-2	12
O=C(O)COc1ccc(=O)n(-c2ccccc2)n1	-2.0	-1	-2	3	2	-5	-2.4	-4	-7	-4
O=C(CCNC(=O)c1ccccc1)Nc1ccc(Cl)c(S(=O)(=O)N2CCCCC2)c1	-1.7	-4	-6	-6	-2	5	-0.6	-3	3	0
Cc1ccc(C(C(=O)NCc2ccco2)N(Cc2ccco2)C(=O)CNC(=O)c2ccco2)cc1 (stereo unspecified)	-1.5	-14	x	-3	4	-4	-0.5	-1	-3	8
O=C(N/N=C/c1ccccn1)c1cc(-c2ccc(Cl)s2)[nH]n1	-1.1	u	3	3	-2	2	-1.5	4	6	1
Cc1ccc(Nc2nc(N)nc(CC#N)n2)cc1	-0.9	2	71	6	x	1	-0.1	-1	3	1
CCN(CC)C(=O)C1CCCN(C/C(C)=C/c2ccccc2)C1 (stereo unspecified)	-0.9	-7	-2	2	0	-8	-1.8	6	1	6
CC(NC(=O)c1ccc(OC2CCN(Cc3ccccn3)CC2)cc1)c1ccccc1 (stereo unspecified)	-1.3	-2	-4	1	-3	-3	-1.3	-1	-4	9
Cc1nn(-c2ccccc2Cl)c(Cl)c1/C=N/Nc1nc2ccccc2s1	-0.5	-1	-98	-1	-17	-9	-0.1	3	-5	-5
COc1ccc(CCN2CNc3c(c(=O)n(C)c(=O)n3C)C2)cc1	0.1	-4	-3	0	-6	-6	-0.9	-6	-4	4
Cc1ccc(C)c(-n2c(SCC(=O)NCC3CCCO3)nnc2-c2ccoc2C)c1 (stereo unspecified)	0.4	-4	-1	11	x	12	2.0	-4	-2	-1
COc1ccc(CC(=O)OCC(=O)c2ccc(OC)c(OC)c2)cc1	-0.1	0	18	-3	1	-3	0.0	2	4	3
Cc1c2cnn(CC(=O)Nc3cccc(C(F)(F)F)c3)c(=O)c2c(C)n1Cc1ccccc1F	-0.6	-11	-5	-2	-3	-5	-2.2	6	-10	-6
CCOC(=O)Cn1c(S(=O)(=O)Cc2cccc(F)c2)nc(-c2ccccc2)c1-c1ccccc1	-0.8	-6	-1	x	x	1	4.3	-2	-6	8
COc1ccccc1N1C(=O)C(Cl)=C(Nc2ccccc2O)C1=O	-2.4	-1	7	-2	6	3	0.0	-3	3	75*
O=C(CN1CCN(c2ccc(F)cc2)CC1)Nc1ccccc1	x	-5	-13	-1	-1	3	-0.2	-2	0	2
CC(C)N(C(=O)c1ccc2nc(-c3ccccc3)c(-c3ccccc3)nc2c1)C(C)C	-3.2	-2	-2	-3	-7	10	-0.7	-4	-1	4
O=S(=O)(c1ccc2c(c1)CCN2)N1CCOCC1	-1.5	-2	-5	-4	-3	-3	0.8	-3	3	7
O=C(N/N=C/c1ccc(O)c2ccccc12)c1cccnc1	0.4	2	-16	x	3	-4	-1.5	-3	-5	16
Clc1cccc(OCCCn2ccnc2)c1	-0.1	-5	1	1	0	6	1.5	-3	-4	-2
Cc1cc(NC(=O)COC(=O)CCCOc2ccc(Cl)cc2C)no1	-2.1	3	-10	-2	-6	-5	-0.4	5	-3	x
O=C(NC1CCCC1)C1CCC(=O)N1C1CCCCC1 (stereo unspecified)	-2.0	1	-7	-3	-2	-1	-0.9	-4	2	3
COc1ccc(N2C(=O)C(CC(N)=O)N(NC(=O)CCc3ccccc3)C2=O)cc1 (stereo unspecified)	-1.5	3	-1	8	4	0	-8.0	5	15	8
O=C(/C=C/c1ccccc1)NC(=S)NNC(=O)c1cnccn1	-0.2	-3	x	-4	-5	2	0.5	-1	3	16
Cc1cc(=O)oc2c3c(cc(OCC(=O)N[C@@H](CC(C)C)C(=O)O)c12)OC(C)(C)CC3	x	-10	1	-7	0	-2	-1.4	-2	4	-4
CC(C)OC(=O)CC(=O)CSc1nc2c(cc1C#N)CCCCC2	-1.3	-13	43	-5	x	-7	x	1	10	-17
COCCn1c(SCC(=O)c2ccc(F)cc2)nnc1C(C)C	-2.6	-5	1	-2	x	2	0.4	7	7	-2
N#Cc1c(SCC(N)=O)nc2c(c1-c1ccc(O)cc1)CCCC2	-3.3	11	-4	-4	-2	-8	-2.9	-3	-3	x
O=C(CNC(=O)c1ccccc1F)NCCOc1cccc(Cl)c1Cl	-0.7	-6	0	-3	-1	3	-0.5	-5	-4	-1
COc1cccc(C(=O)NCC2(c3ccccc3)CCCC2)c1	-0.5	-4	-11	-7	-1	-11	-0.4	0	0	x
O=C(Nc1ccc(Cl)cn1)c1cccc2c(Br)cccc12	-0.2	-3	20	-3	13	5	-0.6	2	-2	0
NC(=O)CN1N=C(c2cc(Cl)sc2Cl)CSC1=O	-1.0	-3	x	-5	x	-10	1.6	4	-3	3
C=C1CC2C3CC[C@@]4(OCOC45COCO5)[C@@]3(C)C(O)CC2[C@@]2(C)CCC(=O)C=C12 (stereo partly specified)	-0.8	-6	-14	-2	x	-5	0.0	-3	8	8
Cc1ccc(CSc2nc3ccccc3c(=O)n2CCCC(=O)NCc2ccco2)cc1	-1.7	7	x	-6	-1	-4	-0.6	5	7	-3
Cc1ccc(OCCCC(=O)Nc2nccs2)cc1	-2.8	3	0	-5	x	0	0.4	-2	3	-15
O=C(NCCc1csc(-c2ccccc2)n1)c1c(F)cccc1F	-0.4	-4	x	x	3	-3	2.2	0	2	-5
O=C(O)c1cc(N/N=C2/CC(c3ccccc3)Oc3ccccc32)ccc1Cl (stereo unspecified)	-0.8	-11	13	0	14	-8	-2.2	2	-4	9
CC1(NC(=O)Cn2cc(C(F)(F)F)ccc2=O)CCS(=O)(=O)C1 (stereo unspecified)	0.4	6	1	-2	2	-1	-0.8	-2	-2	0
COC(=O)CC1C(=O)NCCN1C(=O)CSc1nc2ccccc2c(=O)n1CC(C)C (stereo unspecified)	-0.5	-9	3	2	14	5	1.4	-1	2	13
CC(=O)c1ccc(NC(=S)Nc2ccc(N3CCOCC3)cc2)cc1	0.7	-8	13	0	0	2	-0.9	1	-1	16
Cn1ncc(N=Cc2ccccc2O)c1C(=O)N1CCOCC1	-1.9	-1	9	0	x	-4	-2.4	-2	4	1
Cn1c(-c2sc(=S)n(-c3ccccc3)c2N)nc2ccccc21	-0.1	1	11	-9	x	-7	1.8	0	5	-5
CCCCN(C)CCCNC(=O)c1ccc2c(c1)N(CC)C(=O)c1ccccc1S2=O (stereo unspecified)	-2.1	4	3	0	3	9	1.8	1	-1	-13
CC(C)(C)N(NC(=O)OCc1ccccc1)C(=O)c1ccccc1Cl	-2.8	-6	2	-2	-4	-5	-3.1	0	-2	-4
COn1c(-c2ccc(Cl)cc2Cl)nc2ncccc21	-1.5	-8	5	8	5	7	0.1	4	x	-3
COc1ccccc1S(=O)(=O)Cc1ccc(C(=O)N2CCN(c3cccc(Cl)c3)CC2)o1	-0.6	-2	x	-1	x	3	1.9	-2	-3	5
CC(C)(C)NC(=O)C(c1ccncc1)N(CC1CCCO1)C(=O)Cn1nnc(-c2ccc(F)cc2)n1 (stereo unspecified)	-0.4	-21	-6	x	-2	0	0.4	-2	-5	-5
CCS(=O)(=O)N1CCN(c2ccccn2)CC1	-0.1	-2	-1	x	-5	14	-1.0	2	-2	-2
O=C(NCc1ccccc1)C(c1ccccc1F)N(C(=O)c1csnn1)C1CCCC1 (stereo unspecified)	0.3	-15	-8	13	-1	-2	-0.5	-5	6	4
c1ccc2c(Nc3ccc4c(c3)OCCO4)c3c(nc2c1)CCCC3	-3.6	-7	-4	-1	-5	-7	-3.6	11	-1	2
O=C(NCc1ccco1)c1ccc2c(=O)n(CC3CCCO3)c(=S)[nH]c2c1 (stereo unspecified)	-4.5	-8	-7	-2	x	-3	0.6	-1	-2	1

Bioassay records from PubChem.
